Fam108B inh: Fam108B inhibition, counter-screen for RBBP9 inhibitors; recombinant Fam108B, FP-Rh probe fluorescence polarization; inhibition, % at 9.51 µM; 300,000 compounds, 0.33% hits; AID 1947;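 active = inhibition above the screen mean inhibition plus 3 SD, computed separately per campaign, cut at about 18% in these data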;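 note: inhibitors lower polarization as less probe binds the enzyme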
MCL1-BIM inh: disrupts human MCL1 binding to BIM-BH3 peptide; Q07820; GST-MCL1 / FITC-Bim-BH3 fluorescence polarization; inhibition, % at 10.9 µM; 320,000 compounds, 0.68% hits; AID 2057;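 active = inhibition above the mean inhibition of all tested compounds plus 3 SD, set per campaign, cut at about 40% in these data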;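 note: 0% = DMSO wells and 100% = unlabeled Bim-BH3 peptide control; higher means more loss of mP so more displacement of Bim peptide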
Target sequence (Q07820 whole entry, looked up): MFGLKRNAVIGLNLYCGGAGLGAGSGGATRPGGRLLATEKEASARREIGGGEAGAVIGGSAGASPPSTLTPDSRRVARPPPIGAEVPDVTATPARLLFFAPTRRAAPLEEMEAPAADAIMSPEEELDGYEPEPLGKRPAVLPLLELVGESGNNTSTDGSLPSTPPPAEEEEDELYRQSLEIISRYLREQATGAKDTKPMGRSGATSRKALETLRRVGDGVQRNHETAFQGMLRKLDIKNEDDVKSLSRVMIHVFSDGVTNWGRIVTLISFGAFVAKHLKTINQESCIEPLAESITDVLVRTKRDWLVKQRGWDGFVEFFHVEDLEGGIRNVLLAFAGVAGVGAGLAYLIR
GLD-1 TGE inh: GLD-1-TGE RNA interaction inhibition (C. elegans) | AID 2280 | 320,000 compounds, 0.44% hits | purified GLD-1 + fluorescein TGE RNA, fluorescence polarization | Q17339 | inhibition, % at 5.96 µM;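 active = percent inhibition above a per-plate cutoff, the plate mean of test compounds plus 3 SD, cut at about 30% in these data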;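 note: 0% = DMSO wells with GLD-1 and probe and 100% = wells lacking GLD-1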
MEX-5 binding: C. elegans MEX-5 TCR-2 RNA binding activity. MEX-5/FITC-TCR2 RNA binding, fluorescence polarization; hits give low values. activity score (negative = inhibition of binding), % at 10 µM. 300,000 compounds, 0.38% hits;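 active = inhibition past about -25% in most replicates, and total fluorescence under double the plate's negative control median, limit read from the data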;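 note: 0% = DMSO and -100% = 5 µM competing unlabeled TCR2 RNA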
Target sequence (Q9XUB2 whole entry, looked up): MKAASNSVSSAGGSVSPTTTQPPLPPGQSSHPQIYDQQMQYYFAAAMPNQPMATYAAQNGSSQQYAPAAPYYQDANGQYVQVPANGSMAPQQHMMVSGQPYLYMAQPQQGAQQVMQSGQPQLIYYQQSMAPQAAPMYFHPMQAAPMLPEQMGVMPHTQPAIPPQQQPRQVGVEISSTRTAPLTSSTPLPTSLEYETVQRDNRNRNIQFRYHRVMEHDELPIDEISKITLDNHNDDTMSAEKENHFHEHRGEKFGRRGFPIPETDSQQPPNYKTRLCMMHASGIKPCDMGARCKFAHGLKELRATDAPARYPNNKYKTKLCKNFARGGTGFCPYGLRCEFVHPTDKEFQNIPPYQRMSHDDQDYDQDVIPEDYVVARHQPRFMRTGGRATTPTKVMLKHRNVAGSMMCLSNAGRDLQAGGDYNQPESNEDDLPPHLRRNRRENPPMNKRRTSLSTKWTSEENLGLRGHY
AHR act: activators of human aryl hydrocarbon receptor | AID 2796 | AHR-responsive luciferase reporter cells, luminescence | 320,000 compounds, 2.5% hits | activation, % at 5 µM; in the data active = activation above about 47%;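 note: 0% = vehicle wells and 100% = reference agonist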
PME-1 primary: blocks human protein phosphatase methylesterase 1. recombinant PME-1, FP-Rh probe fluorescence polarization. Q9Y570. inhibition, % at 5.9 µM. 320,000 compounds, 0.53% hits;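 active = inhibition above the campaign mean of all compounds plus 3 SD, cut at about 26% in these data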;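 note: competitive labeling of PME-1 active site by serine hydrolase directed probe; 0% = PME-1 with DMSO and 100% = wells lacking PME-1 enzyme; inhibitors block probe labeling so polarization falls and inhibition rises; many of its hits are not listed in these tables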
Bcl-xL primary: inhibitors of human Bcl-xL. GST-Bcl-xL / FITC-Bim BH3 peptide fluorescence polarization. 320,000 compounds, 0.7% hits. Q07817. inhibition, % at 10.9 µM;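 active = inhibition above the mean of all tested compounds plus 3 SD, cutoff set per campaign, cut at about 30% in these data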;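 note: 0% = DMSO wells and 100% = unlabeled Bim-BH3 peptide competitor; inhibitors lower millipolarization by displacing the labeled peptide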
PAFAH1B2 inh: inhibitors of human PAFAH1B2; P68402; recombinant PAFAH1B2, FP-rhodamine activity probe, fluorescence polarization; AID 492953; 340,000 compounds, 1.2% hits; inhibition, % at 3.39 µM;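 active = inhibition above the mean of all tested compounds plus 3 SD, cut at about 24% in these data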;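 note: 0% = enzyme with DMSO and 100% = wells lacking PAFAH1B2; many of its hits are not listed in these tables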
Target sequence (P68402 whole entry, looked up): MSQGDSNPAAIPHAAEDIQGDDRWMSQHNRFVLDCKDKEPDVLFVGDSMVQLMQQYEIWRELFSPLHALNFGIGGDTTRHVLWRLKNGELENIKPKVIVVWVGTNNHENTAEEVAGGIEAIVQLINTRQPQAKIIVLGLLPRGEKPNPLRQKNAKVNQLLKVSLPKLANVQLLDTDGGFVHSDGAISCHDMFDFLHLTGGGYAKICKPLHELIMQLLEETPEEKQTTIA
pPAFAH inh: inhibitors of human plasma PAF acetylhydrolase (pPAFAH); inhibition, % at 3.39 µM; 330,000 compounds, 1.5% hits; AID 463082; Q13093; recombinant pPAFAH, FP-rhodamine probe fluorescence polarization;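 active = inhibition above the mean inhibition across the screen plus 3 SD, cut at about 25% in these data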;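 note: inhibitors block binding of the rhodamine activity-based probe so polarization drops; 0% = enzyme with DMSO and 100% = wells lacking pPAFAH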
The depositor's hits bear a star; . = no result given. These rows are one share of the data; count on the stated rates, not on these rows.

Molecule	Fam108B inh	MCL1-BIM inh	GLD-1 TGE inh	MEX-5 binding	AHR act	PME-1 primary	Bcl-xL primary	PAFAH1B2 inh	pPAFAH inh
C=CC[C@@H](CC(=O)N[C@H](CO)Cc1ccccc1)C(=O)N[C@H](COC(=O)[C@@H](CC=C)CC(=O)OC(C)(C)C)Cc1c[nH]c2ccccc12	.	.	13	.	2	.	.	2	3
O=C(NC1CCCC1)C(c1ccncc1)N(Cc1ccco1)C(=O)c1ccc(-c2ccccc2)[nH]1 (stereo unspecified)	-3	-10	-1	1.1	26	-4	6	-3	9
C[C@@]12CCC=C[C@H]1[C@H](c1ccc3ccccc3c1/C=C/c1ccccc1)N(Cc1ccccc1)C2=O	0	-3	0	0.8	6	4	1	-5	-4
Cc1cccc(C(=O)Nc2cc(OCc3cccc(F)c3)c(Cl)cc2Cl)c1	-3	-5	-7	2.4	6	-2	-1	6	0
CCN(C(=O)CN1C(=O)NC(CCSC)C1=O)C1CCS(=O)(=O)C1 (stereo unspecified)	.	-11	1	.	1	-2	-8	-1	3
CC1(C)Oc2ccc3ccc(=O)oc3c2/C(=C/Nc2ccc(O)cc2)C1=O	9	4	9	0.8	-5	18	1	3	8
O=C(NCCc1cccs1)C1CC1	-1	0	-4	0.8	3	-5	-2	7	1
COc1c(O)ccc(/C=C(\C#N)c2nc3ccccc3[nH]2)c1[N+](=O)[O-]	2	0	-6	-5.6	50*	20	7	2	20
COc1ccc(CC(=O)N/N=C(\C)c2ccccn2)cc1	-1	6	-2	-0.1	4	1	5	-2	1
CC(C)(C)n1nc2c(c1NC(=O)c1ccccc1C(F)(F)F)CS(=O)(=O)C2	2	3	-3	2.5	1	0	0	-4	2
CC(=O)c1c(C)oc2c1cc(O)c1ccccc12	1	-4	6	.	20	-4	1	3	3
COc1ccc(Cn2c(C)nc3c(c(=O)c4ccccc4n3C)c2=O)cc1	-3	7	6	-3.1	1	3	6	8	-1
O=C(COC(=O)CNS(=O)(=O)c1cccc(Br)c1)NC(=O)Nc1ccc2c(c1)OCCO2	-3	-5	4	.	1	0	-2	4	8
COc1ccc(NS(=O)(=O)c2ccc(Cl)s2)cn1	-3	78*	50*	-17	-2	3	72*	3	3
O=Cc1coc2c(ccc3ccccc32)c1=O	4	1	-30	-0.9	11	-10	1	.	-1
O=C(Nc1cccc(F)c1)C1CCCN(c2cnccn2)C1 (stereo unspecified)	-1	6	5	0.7	52*	-7	3	8	-1
COc1ccc(OC)c(CCNC(=O)Cc2ccc(NC3=NC4CS(=O)(=O)CC4S3)cc2)c1 (stereo unspecified)	1	9	7	1.4	0	3	2	1	-2
Clc1ccc(-c2nnc3n2CCCS3)cc1	0	-2	2	-2.0	0	0	-2	-10	1
OC[C@H]1OC(Nc2ccc(N=Nc3ccccc3)cc2)[C@@H](O)[C@@H](O)[C@@H]1O (stereo partly specified)	1	7	0	4.6	-1	-5	2	5	-1
Nc1nc(NCCO)nc(NCC2CCCO2)c1[N+](=O)[O-] (stereo unspecified)	1	5	-4	-1.3	0	-2	3	-1	4
NC(CSCc1cccc(Br)c1)C(=O)O (stereo unspecified)	-5	-2	-7	1.6	4	-4	3	7	9
O=[N+]([O-])c1cc(F)c(N2CCOCC2)cc1N1CCCCC1	-1	-2	2	1.5	-2	4	4	0	4
Cc1cc(C)c(C#N)c(SCC(O)COc2ccc(Br)cc2)n1 (stereo unspecified)	-1	-1	0	-2.6	-3	1	-2	6	0
N#CCc1cnc2ccccc2n1	10	76*	60*	-2.1	35	22	82*	6	11
O=C1CN2CCC1C/C2=C\c1ccnc2c(Cl)cccc12 (stereo unspecified)	-2	-7	-3	-1.4	0	-3	-17	4	3
C(=C\c1ccco1)/c1nc2ccccc2[nH]1	-2	20	7	-1.6	29	1	20	3	18
CN(CCO)CCOCCOc1cccc2ccccc12	-2	-4	-5	-1.9	2	-6	0	0	-2
O=C(CSc1ccccc1C(=O)N1CCCCC1)NCC1CCCCC1	0	0	4	-0.7	16	13	0	6	5
CCN(CC)C(=S)SCC(=O)Nc1nc(=O)c2ccccc2s1	2	24	8	2.1	3	2	12	-2	-1
Clc1ccc2nc(-c3ccccc3)c(CN3CCOCC3)n2c1	3	5	14	-0.1	4	1	4	1	-1
O=C(COc1ccc(Cl)cc1Cl)N/N=C/c1ccc(OC2OC(CO)C(O)C(O)C2O)cc1 (stereo unspecified)	0	4	7	1.2	4	-4	1	0	0
Nc1[nH]ncc1S(=O)(=O)c1ccccc1	3	9	4	-1.1	0	-9	1	2	3
O=C(c1ccc(S(=O)(=O)Nc2ccccc2)cc1)N1CCC1	3	3	4	2.7	2	-2	1	6	21
CCOC(=O)NC(Nc1ccc(S(N)(=O)=O)cc1)(C(=O)OCC)C(F)(F)F (stereo unspecified)	-1	3	6	-1.3	0	-3	10	-6	0
C=CCn1c(SCC(N)=O)nnc1-c1cc(Br)ccc1O	0	-4	6	0.3	6	1	2	5	-4
S=C(NCc1ccccc1)N1CCc2ccccc2C1	-1	6	5	-1.2	4	0	6	3	13
CCOCCCNC(=O)Cn1cnc2sc(C)c(S(=O)(=O)N3CCN(c4ncccn4)CC3)c2c1=O	0	3	0	-3.0	0	-3	-5	-4	-8
Cc1ccc(S(=O)(=O)Nc2ccc3c(c2)n(C)c(=O)n3C)c(C)c1	-4	4	-7	0.0	6	-8	5	4	-6
O=C(O)CCCC(=O)N1CCN(c2ncccn2)CC1	1	-8	-5	-3.1	0	-4	1	.	3
CCn1c(SCC(=O)Nc2ccccc2)nnc1-c1cccs1	-3	-6	4	-2.0	-2	5	-2	2	1
Cc1cc(C(=O)Nc2ccccc2Cl)c2ccccc2n1	-6	0	3	-3.6	17	1	2	3	6
CCN(CC(=O)N1CCOCC1)S(=O)(=O)c1cc(Cl)ccc1Cl	4	2	0	-1.0	-1	4	-2	3	2
COc1cc(NS(=O)(=O)c2ccc(N/C=C\C(=O)c3ccc(C)cc3)cc2)nc(OC)n1	2	-10	2	0.6	-3	-4	-1	-2	3
CC1CCc2c(sc3ncn(CC(=O)N=Nc4c(O)[nH]c5ccccc45)c(=O)c23)C1 (stereo unspecified)	-12	7	3	-0.2	7	-7	0	-10	2
COc1ccc(CN2C(=O)[C@@H]3Cc4c([nH]c5ccccc45)C(C)(C)N3C2=O)cc1	1	1	3	-0.1	2	-2	3	1	-1
Cc1ccc(S(=O)(=O)N2CCC(C(=O)NCCN3CCOCC3)CC2)cc1C	2	3	2	1.8	-2	5	2	5	-2
COc1ccc(NC(=O)c2ccc3c(c2)OCCO3)cc1OC	-3	-2	-2	-0.5	16	0	6	3	1
COc1ccc(C)cc1NC(=O)c1ccc2c(c1)C(=O)N(Cc1ccncc1)C2=O	.	-12	2	.	2	2	-6	2	-2
C/C=C/c1ccc(OCC(=O)Nc2ccncc2)c(OC)c1	-3	3	1	-0.7	1	-63	0	5	3
NC(=O)NC(c1ccccc1)c1cccc2ccccc12 (stereo unspecified)	-4	-9	7	0.2	-3	-8	-4	2	2
C#CCOCCOCCOCCNc1nc(N2CCN(C(=O)Cn3cc(CCCCN)nn3)CC2)nc(N2CCN(C(=O)Cn3cc(CC(C)O)nn3)CC2)n1 (stereo unspecified)	1	-2	3	-2.6	0	2	2	-5	4
Cc1csc(NC(=O)CCC(=O)N(CC(=O)NC2CCCCC2)c2ccccc2)n1	0	2	-9	0.5	0	4	3	0	1
CNC[C@@H]1Oc2ccc(NC(=O)Nc3c(C)noc3C)cc2CC(=O)N([C@H](C)CO)C[C@H]1C	.	.	-11	.	0	.	.	5	0
Cn1c(=O)c2c(nc(NNC(=O)C(F)(F)F)n2C)n(C)c1=O	2	2	8	-4.6	2	-1	-1	3	-4
O=C1C2C3CCC(C3)C2C(=O)N1Cc1ccco1 (stereo unspecified)	1	-9	2	2.4	-3	4	-9	2	6
COCCCN=Cc1c(C)[nH]n(-c2ccc(Br)c(C)c2)c1=O	1	-2	4	1.8	14	5	0	-2	10
O=C(CP(=O)(c1ccccc1)c1ccccc1)Nc1cccc(CP(=O)(c2ccccc2)c2ccccc2)c1	-1	6	7	3.0	0	0	4	8	1
CCOC(=O)C1CCN(C(=O)CSc2nc3ncccc3[nH]2)CC1	1	0	-4	-2.1	1	0	2	-1	3
CCOC(=O)c1ccccc1NC(=O)CN1C(=O)NC(C)(CCc2ccccc2)C1=O (stereo unspecified)	-6	-11	-3	1.0	13	-2	-2	4	-4
N#C/C(=C\c1ccc(C#N)cc1)C(=O)N1CCCC1	-2	2	5	0.6	0	0	1	4	3

New compounds follow.
Molecule	Fam108B inh	MCL1-BIM inh	GLD-1 TGE inh	MEX-5 binding	AHR act	PME-1 primary	Bcl-xL primary	PAFAH1B2 inh	pPAFAH inh
CSCC[C@H](NC(=O)c1ccc(Cl)c([N+](=O)[O-])c1)c1nc2ccccc2[nH]1	-3	-13	9	5.9	4	4	-3	0	4
CC(=O)N1CCC(=NNc2ccnc3cc(Cl)ccc23)CC1	5	5	4	-1.5	40	16	9	0	9
O=C(N/N=C/c1c(O)ccc2ccccc12)c1cccc(C(F)(F)F)c1	19*	-83	-139	-10	13	15	-41	12	30*
COc1ccc(N2CCN(C(=O)CCNS(=O)(=O)c3ccc(C)cc3)CC2)cc1	-1	9	6	-2.0	3	3	2	9	6
COc1ccccc1/C=N/NC(=O)c1nnn(-c2nonc2N)c1-c1ccccc1	1	5	4	0.6	6	6	6	7	3
COc1ccc(-c2nc(CS(=O)CC(=O)NC3CCCCC3C)c(C)o2)cc1 (stereo unspecified)	0	3	9	1.9	8	0	4	1	2
CCCOc1ccc(-c2nn(-c3ccccc3)cc2/C=C2\SC(N)=NC2=O)cc1	-13	1	-1	-2.6	2	-13	5	-3	4
O=C(CCC(=O)N1CCSc2ccccc21)Nc1cccc(F)c1	8	-2	2	-1.0	17	-7	1	6	-4
COc1cc(-n2cnnn2)ccc1S(=O)(=O)N1CCOCC1	-2	3	-1	-0.4	0	-2	32*	5	0
CCCCCC(=O)Nc1cccc(C2=NOC3(C2)C[C@@H](C(N)=O)N(C(=O)CC(c2ccccc2)c2ccccc2)C3)c1 (stereo partly specified)	0	2	7	-0.6	2	-8	5	3	12
O=C(OCc1cccc(F)c1)c1cc2ccccc2cc1O	-2	17	3	0.2	2	0	6	0	5
O=C(NNC(=O)c1cc(Br)ccc1Cl)c1csc(N2CCOCC2)n1	3	6	-1	-3.5	3	7	3	3	1
COc1cc(/C=N/NC(=O)CN2CCCCC2)ccc1OCc1ccc(Br)cc1	-1	-1	0	0.3	20	1	0	0	7
CCCn1c(NC(=O)c2ccc(F)cc2)nc2ccccc21	-2	3	5	1.3	53*	1	1	5	7
Cc1cccc(OCC(=O)OCC(=O)N2CCCc3ccccc32)c1C	.	-6	-2	.	0	-1	-4	2	10
O=C(Cc1nc(=O)c2ccccc2s1)Nc1ccccc1	-10	11	2	-0.7	50*	-23	8	3	-4
